High-throughput results from PubChem.
LAP4 TOR yeast: modulators of LAP4-GFP expression in yeast, primary screen, S. cerevisiae, multiplex flow cytometry, MLPCN library | 320,000 compounds, 0.34% hits | 3 h; median GFP as percent of DMSO wells | GFP response vs DMSO, % at 10 µM;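 active = GFP response vs DMSO above a set limit, about the screen mean plus 3 SD, cut at about 150% in these data; inconclusive = under 70 cell events counted for the yeast strain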
MEP2 TOR yeast: modulators of MEP2-GFP levels in yeast, primary screen, S. cerevisiae, multiplex flow cytometry, MLPCN library. S. cerevisiae MEP2-GFP strain, 3 h; 100% = DMSO control level. GFP response vs DMSO, % at 10 µM. AID 2016, 2009. 330,000 compounds, 0.51% hits;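 active = GFP response versus DMSO above a set limit, roughly screen mean plus 3 SD, cut at about 180% in these data; inconclusive = fewer than 70 cells counted for a yeast strain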;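 note: median GFP fluorescence of the barcode-gated MEP2-GFP cells per well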
AGP1-GFP MLPCN: modulators of AGP1-GFP expression in yeast TOR pathway, primary screen, cell-based, multiplex flow cytometry, S. cerevisiae, MLPCN library. GFP response vs DMSO, % at 10 µM. 320,000 compounds, 0.02% hits. AID 2066, 2009. 3 h; GFP as percent of DMSO wells;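 active = GFP response relative to DMSO above a set limit, near screen average plus 3 SD, cut at about 150% in these data; inconclusive = fewer than 70 cells counted for the yeast strain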;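 note: median GFP channel fluorescence of the gated AGP1 strain per well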
CIT2 TOR yeast: modulators of CIT2-GFP expression in yeast, primary screen, S. cerevisiae, GFP fusion, multiplex flow cytometry, MLPCN library. S. cerevisiae CIT2-GFP strain, 3 h; 100 means same as DMSO wells. GFP response vs DMSO, % at 10 µM. 320,000 compounds, 0.065% hits;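 active = GFP response relative to DMSO above a set limit, near the screen mean plus 3 SD, cut at about 150% in these data; inconclusive = Fewer than 70 cells measured for a yeast strain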;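 note: ratio of well median GFP fluorescence to mean of DMSO wells on the plate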
RPL19A-GFP yeast: RPL19A-GFP expression modulators in yeast, primary screen, cell-based, S. cerevisiae, multiplex flow cytometry, MLPCN. S. cerevisiae RPL19A-GFP strain, 3 h; active compounds read low. percent response vs DMSO, % at 10 µM. 330,000 compounds, 0.3% hits;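 active = percent response vs DMSO below 50%; inconclusive = fewer than 70 events counted for the yeast strain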;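 note: median channel GFP fluorescence of the barcoded RPL19A-GFP strain; ratio of sample median GFP to plate DMSO average so 100% = DMSO; lower means less RPL19A-GFP as with rapamycin TOR inhibition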
Efflux pump inh: inhibitors of Candida efflux pumps in yeast, primary screen, S. cerevisiae, Nile Red, multiplex | S. cerevisiae Candida pump triplex | inhibition, % at 10 µM | 330,000 compounds, 0.44% hits | AID 485275, 2010;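 active = plate passing quality check with inhibition over a set limit, or well fluorescence over plate mean plus 4 SD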;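 note: Nile Red retained in pooled yeast measured as flow cytometry median fluorescence; 0% = buffer negative control and 100% = Enniatin B positive control; higher means more Nile Red kept so more efflux inhibition; some compounds called inactive have numbers as strong as hits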
AHR activator: AHR activators, primary screen, cell-based, luminescence, luciferase reporter, human; Aryl hydrocarbon receptor (Homo sapiens), P35869; AHR-responsive luciferase reporter cells; activation, % at 5 µM; 320,000 compounds, 2.5% hits; AID 2796, 2010; in the data active = activation above about 47%;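 note: 0% = vehicle wells and 100% = reference agonist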
Target sequence (P35869 whole entry, looked up): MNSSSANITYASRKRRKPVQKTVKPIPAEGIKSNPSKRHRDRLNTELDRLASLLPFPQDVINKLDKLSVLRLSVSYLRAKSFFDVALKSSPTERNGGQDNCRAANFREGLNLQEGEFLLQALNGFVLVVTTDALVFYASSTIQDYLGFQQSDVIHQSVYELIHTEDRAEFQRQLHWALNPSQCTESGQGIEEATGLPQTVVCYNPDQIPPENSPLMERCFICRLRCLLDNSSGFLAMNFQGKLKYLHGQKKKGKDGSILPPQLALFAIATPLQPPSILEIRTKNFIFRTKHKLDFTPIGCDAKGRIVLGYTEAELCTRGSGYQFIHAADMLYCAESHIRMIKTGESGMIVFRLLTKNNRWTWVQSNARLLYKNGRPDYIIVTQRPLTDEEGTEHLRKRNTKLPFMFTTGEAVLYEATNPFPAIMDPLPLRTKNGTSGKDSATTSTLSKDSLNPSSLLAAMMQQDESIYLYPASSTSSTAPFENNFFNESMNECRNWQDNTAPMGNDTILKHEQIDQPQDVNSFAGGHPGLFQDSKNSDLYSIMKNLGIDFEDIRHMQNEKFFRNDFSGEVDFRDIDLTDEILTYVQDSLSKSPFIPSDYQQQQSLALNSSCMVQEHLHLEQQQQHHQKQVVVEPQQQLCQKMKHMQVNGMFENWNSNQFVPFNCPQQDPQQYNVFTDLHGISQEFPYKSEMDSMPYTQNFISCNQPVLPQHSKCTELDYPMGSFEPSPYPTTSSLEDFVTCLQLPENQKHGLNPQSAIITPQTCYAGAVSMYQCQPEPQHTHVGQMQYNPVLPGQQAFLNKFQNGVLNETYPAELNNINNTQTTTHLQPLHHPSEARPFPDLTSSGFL
CR mimetic SO: reduction of superoxide in aged yeast, primary screen, HTS. S. cerevisiae aged cells, superoxide DHE fluorescence; active compounds read low. superoxide response (% of plate mean), % at 10 µM. 330,000 compounds, 0.18% hits. AID 2690, 2010;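 active = superoxide response under a set limit, about three screen SD below normal, cut at about 65% in these data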;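 note: yeast aged for seven days with compound at 30 °C before DHE staining; 100% = average MFI of all compound-treated wells on the plate with controls excluded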
Active calls of the source: *; ? = inconclusive; / = not tested or not shown; & = joins results of further samples; [ ] = another dose, or the depositor's remark. Rows were taken by chance; any-hit rate near 3.9%.

SMILES	LAP4 TOR yeast	MEP2 TOR yeast	AGP1-GFP MLPCN	CIT2 TOR yeast	RPL19A-GFP yeast	Efflux pump inh	AHR activator	CR mimetic SO
COc1ccc(/C=C/C(=O)Nc2ccncc2)cc1OC	101	108	100	96	100	0.1	-1	105
C/C(N)=C(/C#N)C(=O)COC(=O)c1ccccc1O	93	104	107	107	103	-0.7	0	93
CCN(CC)CCCN1CC(O)=C(c2nc3ccccc3s2)C1=N	93	97	97	96	100	0.2	18	97
CCc1ccccc1NS(=O)(=O)c1ccc(OC)c2ncccc12	119	100	103	108	100	-0.1	4	108
O=C1C2CCCN2c2ccc(S(=O)(=O)N3CCOCC3)cc2N1Cc1ccccc1F (configuration not stated)	97	99	101	95	101	0.0	-1	111
CN(C)c1ccc(C2/C(=C(/O)c3ccccc3)C(=O)C(=O)N2CCCC(=O)O)cc1 (configuration not stated)	94	95	102	90	95	0.2	2	98
CCCCNC(=O)/C(=C\c1ccc([N+](=O)[O-])o1)NC(=O)c1ccccc1	123	97	96	90	97	-0.1	3	107
CCOC(=O)c1nn(-c2ccc(OCC)cc2)c(C)c1C(C)=O	94	100	91	86	100	1.8*	2	116
Cn1c(=O)cc(N2CCc3ccccc32)[nH]c1=O	96	98	95	94	98	0.3	4	105
Nc1ccccc1Sc1nc2ccccc2[nH]1	128	114	110	98	89	0.0	44	87
COc1ccc(NC(=O)CN(C)C(=O)c2c(C)nn(Cc3ccc(C)cc3)c2Cl)cc1	106	109	108	108	103	-0.1	1	101
CCOC(=O)N1CCN(C(=O)c2ccc(NS(=O)(=O)c3ccc4[nH]c(=O)[nH]c4c3)cc2)CC1	104	99	112	106	102	-0.2	2	94
COc1ccc(/C=N/N=C2/NC(=O)CC(C(=O)O)S2)cc1 (configuration not stated)	88	88	96	112	100	0.1	-1	101
Cc1ccc(/C=N/NC(=O)c2cccnc2)s1	95	86	103	98	93	0.4	42	99
N/C(=N\OC(=O)COc1ccc([N+](=O)[O-])cc1)c1cccnc1	91	96	90	/	89	-0.2	2	99
Cc1ccc(S(=O)(=O)N2[C@@H](c3ccccc3)C(C(=O)O)=CC[C@H]2c2ccc(Cl)c(Cl)c2)cc1	129	87	87	110	98	0.0	-1	86
COc1ccc(S(=O)(=O)Nc2cccc3c2O[C@H](CN(C)C(=O)NC2CCCCC2)[C@@H](C)CN([C@H](C)CO)C3=O)cc1	104	101	107	98	104	-0.2	-1	82
C/C(=N\NC(=O)c1cccc(S(=O)(=O)N2CCCC2)c1)c1ccc(OCC(=O)N(C)C)cc1	87	97	88	93	93	0.2	7	98
Cc1cc(NC(=O)c2cccc(Br)c2)n[nH]1	106	90	75	67	89	0.1	73*	112
CC(C)NS(=O)(=O)c1ccc(CCC(=O)Nc2ccc3c(c2)OCCO3)cc1	125	108	109	103	92	-0.2	4	90
COc1cc(CNc2ccc(O)cc2)cc(Br)c1OCc1ccccc1	90	97	100	98	104	0.4	2	117
COc1ccccc1C(=O)NCCC(=O)NC(C)c1ccc(-n2ccnc2)cc1 (configuration not stated)	101	103	104	114	101	0.0	-1	100
Oc1ccccc1C1CC(c2cccs2)=NC(c2cccc(Br)c2)N1 (configuration not stated)	103	90	102	94	97	0.0	12	83
Cc1cc(-c2nnc3n2N=C(c2ccccc2)CS3)n[nH]1	97	89	95	97	95	-0.2	19	108
O=C(c1ccc(CS(=O)(=O)c2cccc(C(F)(F)F)c2)o1)N1CCN(c2ccccn2)CC1	100	98	97	89	98	0.1	0	100
c1ccc(OCc2nc3ccccc3[nH]2)cc1	104	101	96	/	97	0.3	-2	105
Cc1ccc(S(=O)(=O)N2CCN(C(=O)COC(=O)CCOc3ccccc3)CC2)c(C)c1	103	99	102	91	101	0.0	3	112
COc1cccc(NC(=O)C2CCN(C(=O)NC3CCCCC3)CC2)c1	98	109	105	103	102	0.1	0	91
O=C(Nc1cccc2ncccc12)C(Cl)(Cl)Cl	99	103	106	104	103	0.0	4	96
Cn1cccc1C1CCCN1CC(=O)Nc1ccc(F)c(F)c1F (configuration not stated)	101	100	100	102	101	0.4	0	96
COc1ccccc1C(=O)NCCCNc1ccc([N+](=O)[O-])cc1	101	96	99	102	100	0.0	-3	96
CCOC(=O)N1CCN(C(=O)c2ccccc2NS(=O)(=O)c2ccc(C)cc2)CC1	82	93	89	91	99	0.3	3	83
CN1CC(=O)N=C1N	112&105	99&88	96&88	95&114	101&101	-0.1&-0.1	3&1	90&105
O=C(Cc1ccc(F)cc1)NCC1CCCO1 (configuration not stated)	86	90	95	92	94	0.1	1	140
CS(=O)(=O)N(Cc1cc2ccccc2[nH]c1=O)C1CCCCC1	105	104	104	102	104	0.1	2	89
COC(=O)C1=C(C)N(Cc2ccc(C)cc2)C(=O)/C1=C\c1ccc(O)c(OC)c1	95	104	96	111	101	0.0	3	99
CCOC(=O)N1CCN(C(=O)CN(c2cccc(C)c2)S(=O)(=O)c2ccccc2)CC1	97	95	95	90	98	-0.2	-3	102
Cc1nn(Cc2c(F)c(F)c(F)c(F)c2F)c(C)c1NC(=O)c1nn(C)cc1Br	103	100	106	96	94	0.2	-1	92
CCc1ccccc1NC(=O)NNC(=O)c1ccc2ccccc2c1O	98	101	95	106	101	-0.2	6	102
CCC(CC)NC(=O)c1ccc(Cl)cc1	98	108	103	106	103	-0.5	0	84
COc1ccc(N(C)S(=O)(=O)c2cccc(C(=O)Nc3cc(OC)ccc3OC)c2)cc1	97	96	98	100	97	0.0	9	107
Cc1ccc(C)c(N/N=C2\CCCNC2=O)c1	95	121	103	116	109	-0.1	40	111
CSc1cccc(NC(=S)N(CCN(C)C)C(C)c2ccncc2)c1 (configuration not stated)	104	100	104	106	99	-0.1	3	78
O=C(NCCCCc1ccccc1)C1CCCC1	95	99	101	100	104	0.1	13	97
CCOc1ccc(/C=N/NC(=S)NC2CC3CCC2C3)cc1 (configuration not stated)	/	98	/	/	97	0.0	1	109
COCCn1nnnc1C(c1cccc(OC)c1OC)N1CCN(C2CCCCC2)CC1 (configuration not stated)	97	103	101	101	101	0.0	1	90
O=C(Oc1ccc2ccccc2c1Cl)N1CCCC1	101	105	103	94	104	0.0	-8	103
CC1=NN(c2ccccc2)C(=O)C1c1ccccc1 (configuration not stated)	93	104	93	100	105	0.2	-2	99
Cc1[nH]n(-c2ccccc2)c(=O)c1N=Nc1ccccc1	105	102	101	98	104	0.2	24	104
CCCCCC(=O)Nc1ccc(S(=O)(=O)Nc2cc(OC)nc(OC)n2)cc1	88	106	98	101	105	0.0	/	96
CC(C)OCCCn1c(=S)[nH]c2ccc(N3CCOCC3)cc2c1=O	86	98	90	107	100	0.1	23	108
Cc1ccc(Nc2cc(C)nc3ccc(C)cc23)cc1	104	117	100	102	102	0.5	31	104
O=C(N/N=C/c1sc(=O)n(Cc2ccc(Br)cc2)c1Cl)c1ccco1	56[may fluoresce violet]	238*[may fluoresce violet]	?	?	52[may fluoresce violet]	0.0	3	114
COC(=O)c1cccc(C(=O)Nc2ccc(C)cc2)n1	106	102	102	100	102	-0.1	12	87
CC(Oc1ccc(Cl)cc1Cl)C(=O)NC(=S)N1CCc2ccccc21 (configuration not stated)	113	117	105	113	109	-0.1	19	104
CC(Oc1cccc(Br)c1)C(=O)N1CCCN(C)CC1 (configuration not stated)	85	96	101	98	105	-0.2	-1	103
O=C(c1ccc(Br)s1)N1CCN(Cc2ccc3c(c2)OCO3)CC1	96	104	98	98	93	-0.1	1	83
O=C(N/C(=C/c1ccc(Cl)cc1)C(=O)N1CCCC1)c1ccccc1	106	95	110	104	101	0.0	8	91
O=C(CC(=O)NN=C1CCCC1)NCCc1ccccc1	103	99	/	99	92	0.0	12	110
COCCn1c(-c2ccc(OC)cc2)c(-c2ccc(OC)cc2)oc1=O	105	111	106	114	113	0.3	2	114
Following part.
SMILES	LAP4 TOR yeast	MEP2 TOR yeast	AGP1-GFP MLPCN	CIT2 TOR yeast	RPL19A-GFP yeast	Efflux pump inh	AHR activator	CR mimetic SO
Nc1ccc(Nc2nc3ccccc3[nH]2)cc1	87	96	100	98	102	0.1	10	111
Nc1nn(S(=O)(=O)c2cccc3nsnc23)cc1-c1ccc(Br)cc1	96	100	95	94	92	-0.2	28	107
CCN(CC)C(=O)C(=O)N/N=C/c1ccc(Cl)cc1Cl	93	103	93	97	99	0.1	14	116
CC1=C(C(=O)Nc2ccccc2)C(c2ccco2)C(C#N)=C(SCC(=O)OC(C)C)N1 (configuration not stated)	101	109	106	102	100	0.3	12	103
CCc1ccc(C(=O)Cc2cc3cccc(OC)c3oc2=O)cc1	100	118	100	96	100	0.0	-1	102
CCC1C(=O)Nc2nc(-c3ccccc3)c(-c3ccccc3)n2N=C1C (configuration not stated)	88	101	92	100	97	-0.2	10	100
O=C(NCc1cccnc1)C1CC(=O)N(c2ccc(Cl)cc2)C1 (configuration not stated)	100	101	101	103	101	0.0	3	95
Cc1cc(C)nc(NC(=O)c2cccc(Cl)c2)n1	89[may fluoresce violet]	725*[may fluoresce violet]	?	?	17*[may fluoresce violet]	-0.1	5	108
O=C(NCCNC(=O)c1ccccn1)c1ccc(Cl)cc1	93	102	106	106	103	0.1	-1	116
C=CCNC(=O)c1ccc(N(Cc2ccccc2)S(C)(=O)=O)cc1	103	99	100	100	101	-0.1	-2	95
O=C(COc1ccc2c3c(c(=O)oc2c1)CCC3)NCCCN1CCOCC1	97	92	96	93	96	0.0	-2	87
O=C(Cc1cccs1)N/N=C/C=C\c1ccco1	86	107	83	80	106	0.6	6	123

Not a retest: entries from further up.
SMILES	LAP4 TOR yeast	MEP2 TOR yeast	AGP1-GFP MLPCN	CIT2 TOR yeast	RPL19A-GFP yeast	Efflux pump inh	AHR activator	CR mimetic SO
O=C(COc1ccc2c3c(c(=O)oc2c1)CCC3)NCCCN1CCOCC1	97	92	96	93	96	0.0	-2	87
O=C(Cc1cccs1)N/N=C/C=C\c1ccco1	86	107	83	80	106	0.6	6	123

Additional structures follow:
SMILES	LAP4 TOR yeast	MEP2 TOR yeast	AGP1-GFP MLPCN	CIT2 TOR yeast	RPL19A-GFP yeast	Efflux pump inh	AHR activator	CR mimetic SO
O=C(N[C@@H](Cc1ccccc1)C(=O)OCc1ccccc1)c1nc[nH]c1C(=O)N1CCc2ccccc2C1	108	91	89	84	99	0.0	4	96
COC(=O)C(=Nc1ccccc1)/C(C(=O)C(=O)N(C)c1ccccc1)=C(\O)c1ccc(Cl)cc1	100	96	94	80	93	-0.1	6	95
CC1=C(n2ccnc2)CCC1=O	92	94	99	95	95	-0.1	-1	91
Cc1nnc(C)c2c(C)n(C(C)c3ccccc3)c(C)c12 (configuration not stated)	106	110	112	104	107	0.1	2	103
CCc1c(C)sc(NC(=O)CCc2ccc(OC)cc2)c1C(N)=O	94	105	90	91	/	-0.5	22	100
O=C(/C=C/c1ccc(S(=O)(=O)NCc2ccco2)cc1)NCc1cccc(Cl)c1	93	110	99	101	97	-0.2	4	95
CCC(C(=O)Nc1ccc2c(c1)OCCO2)n1c(=O)[nH]c2ccccc2c1=O (configuration not stated)	95	113	93	108	95	0.1	2	103
COc1ccc(CCCc2n[nH]c(=S)n2C)cc1C	114	104	106	109	119	0.0	-3	85
Cn1c2ccc(CC(=O)O)cc2c2cc(CC(=O)O)ccc21	104	107	107	109	102	-0.1	15	81
